Bioassay records from PubChem BioAssay.
FBPA Giardia inh: qHTS Assay for Inhibitors of Fructose-1,6-bisphosphate Aldolase from Giardia Lamblia; purified Giardia FBPA; Potency, µM (titrated, usually from 59.6 µM), for inactives: at the top dose activity, negative = inhibition, actives largely listed as inhibitors; 290,000 compounds, 0.71% hits; AID 2451, 2010; note: potency is the fitted concentration of half-maximal effect; nearly all actives have a fitted effect of over 55% in size
Target sequence (A8B2U2 whole entry, looked up): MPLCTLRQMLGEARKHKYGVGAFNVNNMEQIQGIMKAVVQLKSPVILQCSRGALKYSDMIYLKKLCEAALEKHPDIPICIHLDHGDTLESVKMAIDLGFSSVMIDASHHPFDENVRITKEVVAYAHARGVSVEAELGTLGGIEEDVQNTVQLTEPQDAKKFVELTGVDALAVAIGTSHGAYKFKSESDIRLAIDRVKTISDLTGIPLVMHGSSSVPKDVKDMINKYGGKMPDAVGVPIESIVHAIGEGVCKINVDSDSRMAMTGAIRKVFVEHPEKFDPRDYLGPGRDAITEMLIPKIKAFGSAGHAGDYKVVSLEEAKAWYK
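40 nM FBPA preincubated 10 min at RT with compound (up to 57.5 uM final), then substrate plus GAPDH/TPI/NAD/arsenate coupling and diaphorase/resazurin added. Fluorescence read after 20 min at RT, 525/598 nm.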
AmpC inh no detg: qHTS Inhibitors of AmpC Beta-Lactamase (assay without detergent); P00811; AmpC nitrocefin hydrolysis, absorbance 480 nm, 0.0001% Triton; Potency, µM (top dose mostly 57.1 µM), for the others: at the highest dose activity change, negative = inhibition, most hits filed as inhibitors; 330,000 compounds, 0.52% hits; AID 485341, 2010;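 note: potency is the fitted concentration of half-maximal effect; plate controls were no compound for no effect and no enzyme for full effect; nearly all actives have a fitted effect of over 20% in size; some results filed as inactive show a strong effect at the top dose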
Target sequence (P00811 whole entry, looked up): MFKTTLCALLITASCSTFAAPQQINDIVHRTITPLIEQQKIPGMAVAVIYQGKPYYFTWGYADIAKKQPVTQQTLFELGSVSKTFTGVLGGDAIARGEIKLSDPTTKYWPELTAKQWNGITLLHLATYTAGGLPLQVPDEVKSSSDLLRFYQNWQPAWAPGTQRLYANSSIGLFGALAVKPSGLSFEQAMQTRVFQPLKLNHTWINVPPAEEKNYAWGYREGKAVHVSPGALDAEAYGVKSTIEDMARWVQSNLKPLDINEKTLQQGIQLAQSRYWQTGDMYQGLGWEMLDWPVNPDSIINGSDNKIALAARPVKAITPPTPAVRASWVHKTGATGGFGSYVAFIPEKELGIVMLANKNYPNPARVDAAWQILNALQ
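AmpC (5.3 nM in the dispensed reagent) in 20 mM phosphate pH 7.0 with 0.01% (detergent screen) or 0.0001% Triton X-100 was preincubated with compounds for 15 min at room temperature. Nitrocefin was then added from an 800 uM solution, and hydrolysis was followed at 480 nm.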
Sm TGR inh: qHTS Assay for the Inhibitors of Schistosoma Mansoni Peroxiredoxins; Schistosoma mansoni thioredoxin glutathione reductase (TGR), Q962Y6; Potency, µM (highest dose often 114 µM), for inactives: at the top dose activity change, negative = inhibition, actives largely listed as inhibitors; 360,000 compounds, 3% hits; purified TGR, DTNB reduction, TNB absorbance 405 nm; AID 485364, 2010; note: potency is the fitted concentration of half-maximal effect; nearly all actives have a fitted effect of over 60% in size
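Kinetic colorimetric format: TGR-catalysed, NADPH-driven DTNB reduction monitored via TNB absorbance. Enzyme dispensed at 20 nM; compound exposure 15 min at room temperature before reaction start.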
AmpC detergent: qHTS Inhibitors of AmpC Beta-Lactamase (assay with detergent); Potency, µM (titrated, usually from 114 µM), inactives show top-dose activity change, negative = inhibition, hits mostly inhibitors; AmpC hydrolysis of nitrocefin, absorbance 480 nm, 0.01% Triton; AID 485294, 2010; 370,000 compounds, 0.041% hits; P00811;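 note: potency is the fitted concentration of half-maximal effect; 0% = no-compound wells and -100% = no-enzyme wells; nearly all actives have a fitted effect of over 25% in size; some results filed as inactive show a strong effect at the top dose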
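20 mM phosphate pH 7.0 + 0.01% (detergent screen) or 0.0001% Triton X-100; 5.3 nM AmpC reagent; cpd preinc 15 min RT; nitrocefin (800 uM stock) to start; A480 q20 s × 4 min; Activity was normalised to no-enzyme and no-compound control wells.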
AMA1-RON2 inh: qHTS for Inhibitors of AMA1-RON; Towards Development of Antimalarial Drug Lead: Primary Screen; AlphaScreen AMA1-biotinylated RON2 peptide binding; Potency, µM (doses to about 58.2 µM), without a hit: at the top dose activity change, negative = inhibition, most hits filed as inhibitors; 360,000 compounds, 0.2% hits; AID 720542, 2013;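 note: potency is the fitted concentration of half-maximal effect; 0% = vehicle wells and -100% = peptide control; nearly all actives have a fitted effect of over 45% in size; some results filed as inactive show a strong effect at the top dose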
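AMA1 (3D7) with his tag at 25 nM final met compounds first, then biotinylated RON2 peptide at 25 nM; detection used donor plus acceptor beads, 10 µg/mL apiece, read by AlphaScreen after 30 min at room temperature.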
HCMV inh: qHTS Assay for inhibitors of the human cytomegalovirus (HCMV). HFF cells, HCMV-luciferase reporter, 72 h; active compounds read low. activity change, negative = inhibition, % at 57.5 µM. 410,000 compounds, 4.5% hits; in the data active = activity change below about -60%; inconclusive = no clear call, values can overlap the other calls; inactive = above about -39%
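Compounds were evaluated in HFFs infected with an HCMV luciferase reporter virus (MOI 1 PFU/cell). Luciferase in lysates collected 72 h post infection served as the replication measure.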
Active calls of the source: *; ? = inconclusive; . = no result given; & = joins results of further samples; [ ] = another dose, or the depositor's remark. Unless noted, calls come from the whole dose curve; as a rule, active = well fitted curve in the direction sought with a large enough effect; inconclusive = small, poorly fitted or top-dose-only effect, or another doubt; inactive = no such curve, though single readings can be large; an effect the other way counts as inactive or inconclusive. Unless noted, % is set by controls: 0 for no effect and ±100 for the full control effect.

nr	Compound	FBPA Giardia inh	AmpC inh no detg	Sm TGR inh
1	CSc1ccc(S(=O)(=O)NC2CC2)cc1	1%	-5%	-16%
2	COc1oc(-c2ccc(Cl)cc2)nc1C(F)(F)F	2%	-20%	-13%
3	Cc1ccc(Nc2nc(CSc3nnnn3-c3ccccc3)cs2)cc1	0%	.	0%
4	CC(C)(C)c1cc(NC(=O)COC(=O)c2ccc(O)cc2O)n(-c2ccccc2)n1	.	-29%	?
5	CCC(C)[C@H](NC(=O)Nc1ccccc1F)C(=O)OC (stereo partly drawn)	4%	-8%	-3%
6	Cc1nnc(SCC(=O)Nc2ccc(S(N)(=O)=O)cc2)n(N)c1=O	.	-20%	.
7	CCSc1nnc2ccc(-c3cccs3)nn12	-3%	-4%	-1%
8	Cn1c(CO)nc2cc(N)ccc21	-19%	-6%	2%
9	CO/C=C\C=C/c1nnn(-c2ccc(Cl)cc2)n1	-6%	11µM*	8.9µM*
10	CC(C)O/N=C1\C(=O)N(c2ccccc2)c2ccccc21	5%	1%	2%
11	COc1cccc(C2CC(c3cccc(NS(C)(=O)=O)c3)=NN2C(=O)c2ccccc2)c1OC (stereo not drawn)	4%	-3%	0%
12	Cc1ccc(SCC(=O)OCC(=O)N2CCN(C(=O)c3ccco3)CC2)c(C)c1	.	66%[activator]	45µM*

nr	AmpC detergent	AMA1-RON2 inh	HCMV inh
1	?	-2%	-9
2	-9%	9%	2
3	-1%	-18%	-21
4	?	-4%	-33
5	-7%	17%	-5
6	.	69%[activator]	15
7	?	0%	23
8	-1%	0%	41
9	-5%	?	-64*
10	?	-8%	-21
11	0%	-7%	-73*
12	-18%	-10%	24

As a short view, some entries already given.
nr	Compound	FBPA Giardia inh	AmpC inh no detg	Sm TGR inh
4	CC(C)(C)c1cc(NC(=O)COC(=O)c2ccc(O)cc2O)n(-c2ccccc2)n1	.	-29%	?
5	CCC(C)[C@H](NC(=O)Nc1ccccc1F)C(=O)OC (stereo partly drawn)	4%	-8%	-3%
6	Cc1nnc(SCC(=O)Nc2ccc(S(N)(=O)=O)cc2)n(N)c1=O	.	-20%	.

nr	AmpC detergent	AMA1-RON2 inh	HCMV inh
4	?	-4%	-33
5	-7%	17%	-5
6	.	69%[activator]	15

(list continues)
nr	Compound	FBPA Giardia inh	AmpC inh no detg	Sm TGR inh
13	COc1ccc(CN2CCCC(CO)(Cc3ccc(F)cc3F)C2)cc1 (stereo not drawn)	3%	-9%	0%
14	COc1ccc(-c2cc(C(=O)OCC(=O)NC(C)(C)C)c3ccccc3n2)cc1	-16%	-9%[11.4 µM]	3%
15	Cc1cc(C)n2nc(CNS(=O)(=O)c3ccccc3)nc2n1	.	.	-12%
16	C=CCN=C1S/C(=C/c2cccc([N+](=O)[O-])c2)C(=O)N1CC=C	0%	-20%	-7%
17	Cc1cc(C)cc(Oc2coc3cc(O)ccc3c2=O)c1	-11%	-31%	0%
18	Cc1ccccc1CN1C(=O)C(C)N=C(c2ccccc2)c2ccccc21 (stereo not drawn)	.	.	10%
19	Cc1nnc(SCc2cc(=O)[nH]c(N3CCN(C)CC3)n2)s1	1%	-13%	-13%
20	CCOc1ccccc1NC(=O)Cn1c(=O)oc2ccccc21	10%	-9%	0%&1%
21	Cc1ccc(OCC(=O)Nc2ccccc2N2CCCC2)c(C)c1	-1%	-19%	4%[57.1 µM]
22	Cc1ccc2c(c1)CCCN2C(=O)CSc1ccccc1	.	-14%	-30%
23	Cc1cccc([C@@H](NC(=O)OC(C)(C)C)C(=O)OC(C)(C)C)c1	.	24%	-7%
24	FC(F)Oc1ccc(NC(=S)NN2CCOCC2)cc1	-5%	-12%	?

nr	AmpC detergent	AMA1-RON2 inh	HCMV inh
13	-3%	7%	-4
14	?	.	.
15	2%	.	16
16	1%	-22%	-74*
17	-9%	2%	29
18	0%	.	?
19	-1%	21%	-27
20	1%&0%	2%	-3&-3
21	-1%	?	-63*
22	3%	11%	-8
23	0%	0%	-8
24	0%	3%	-9

Next records follow:
nr	Compound	FBPA Giardia inh	AmpC inh no detg	Sm TGR inh
25	CCCC(=NC(C)CC)C1=C(O)CC(c2ccccc2)CC1=O (stereo not drawn)	-1%	16%	-3%
26	Cc1c(C)c(C)c(CO/N=C/c2cccs2)c(C)c1C	0%	3%	7%
27	CCCCNC(=O)C1C2C=CC3(CN(Cc4ccccc4Cl)C(=O)C13)O2 (stereo not drawn)	-1%	3%	-13%
28	COc1cc2c(cc1OC)-c1nc3ccccc3c(=O)n1C(C)(C)C2	0%	81%[activator]	3%
29	Cc1ccc(Cc2nc(-c3cccc(C)c3)no2)cc1	1%	-16%	0%
30	CCN(CC1CCCN(CCc2cccc(OC)c2)C1)C(=O)c1ccoc1 (stereo not drawn)	-8%	-12%	-3%
31	COc1cc2c(cc1NC(=O)CN1CCN(S(=O)(=O)c3ccc(C)cc3)CC1)oc1ccccc12	8%	.	-6%
32	Cc1csc(NC(=O)c2cc(C)oc2C)n1	-4%	-21%	0%
33	COc1ccc(C2CCN(Cc3cccnc3)CC2O)cc1 (stereo not drawn)	6%	-5%	-14%
34	Cc1ccc(-c2csc(N3CCC[C@@H]3C(=O)NCCn3c(C(F)(F)F)nc4ccccc43)n2)cc1	?	51%	-8%
35	CCn1c(=NC(=O)CN2C(=O)CCC2=O)sc2c(C)cc(C)cc21	-3%	-1%	3%
36	COc1ccc(-c2cc(C(C)=O)c(C)n2CCC(=O)Nc2ccc(C)cc2Cl)cc1	.	.	1%

nr	AmpC detergent	AMA1-RON2 inh	HCMV inh
25	?	-26%	7
26	0%	-16%	1
27	-5%	-6%	-9
28	1%	-8%	-11
29	-11%	77%[activator]	52
30	-21%	8%	6
31	-4%	1%	-27
32	-15%	-15%	71
33	-10%	15%	-19
34	-7%	15%	-25
35	3%	-4%	-10
36	2%	.	?

Brought forward from above: four entries, followed by the next part.
nr	Compound	FBPA Giardia inh	AmpC inh no detg	Sm TGR inh
33	COc1ccc(C2CCN(Cc3cccnc3)CC2O)cc1 (stereo not drawn)	6%	-5%	-14%
34	Cc1ccc(-c2csc(N3CCC[C@@H]3C(=O)NCCn3c(C(F)(F)F)nc4ccccc43)n2)cc1	?	51%	-8%
35	CCn1c(=NC(=O)CN2C(=O)CCC2=O)sc2c(C)cc(C)cc21	-3%	-1%	3%
36	COc1ccc(-c2cc(C(C)=O)c(C)n2CCC(=O)Nc2ccc(C)cc2Cl)cc1	.	.	1%
37	CCOc1ccc(S(=O)(=O)Nc2ccc3oc4c(c3c2)CC(C)CC4)cc1 (stereo not drawn)	.	.	6%
38	Oc1ccc(C[C@@H]2CNC(=S)N2CCc2cc(C(F)(F)F)cc(C(F)(F)F)c2)cc1	2%	-16%	-7%
39	COc1ccc(CCN(C)C2CCCN(S(=O)(=O)c3ccc(C)cc3)C2)cc1OC (stereo not drawn)	-6%	86%[activator]	-2%
40	Cc1cc(=O)[nH]c(SCC(=O)NC2CCCc3ccccc32)n1 (stereo not drawn)	2%	-13%	8%
41	Cc1ccc(-c2cnc3cc(C)nn3c2)cc1	0%	-10%	8%
42	CC1CN(C(=O)COC(=O)c2cc(=O)c3ccccc3o2)CC(C)O1 (stereo not drawn)	-1%	-8%	1%
43	COc1ccc(NC(=O)c2cccc(S(=O)(=O)N3CCOCC3)c2)cc1	.	-2%	-5%
44	CCc1ccc(NC(=O)Cn2c(=O)n(-c3cc(C)cc(C)c3)c(=O)c3oc4ccccc4c32)cc1	.	.	9%
45	COc1cccc(NC(=O)C2CCN(C(=O)NC3CCCCC3)CC2)c1	17%	-8%	1%
46	O=C(NN1C(=O)C2CCCCC2C1=O)c1ccco1 (stereo not drawn)	6%	-6%	-1%
47	COc1ccccc1-c1ccnc2[nH]n(-c3ccccc3)c(=O)c12	.	.	-1%
48	CCCSc1cc(N)cc([N+](=O)[O-])c1	0%	-22%	-1%

nr	AmpC detergent	AMA1-RON2 inh	HCMV inh
33	-10%	15%	-19
34	-7%	15%	-25
35	3%	-4%	-10
36	2%	.	?
37	20%	.	34
38	17%	7%	0
39	-21%	-17%	9
40	2%	11%	37
41	-13%	-15%	31
42	?	-3%	-11
43	-5%	17%	3
44	-11%	.	?
45	-4%	6%	18
46	-1%	2%	3
47	0%	.	-9
48	5%	-12%	32

Next results
nr	Compound	FBPA Giardia inh	AmpC inh no detg	Sm TGR inh
49	O=C(CC1C(=O)NCCN1Cc1ccc(F)c(F)c1)NCCn1cccn1 (stereo not drawn)	-24%	10%	45µM*
50	Cc1ccc(CN2C(=O)CN(C3CCCCCC3)C(=O)C2c2ccc(F)cc2)cc1 (stereo not drawn)	.	.	3%
51	CC(C)c1ccc(Nc2c([N+](=O)[O-])c(=O)n(C)c3ccccc23)cc1	-5%	-43%	7%
52	CCOC(=O)COc1c(Br)cc(C2NC(=O)NC(C)=C2C(C)=O)cc1OC (stereo not drawn)	5%	-16%	-4%
53	CC(=O)Nc1ccc(-n2nnnc2SCC(=O)NCc2cccs2)cc1	3%	-22%	-18%
54	COc1cccc(NC(=O)N2CCC(NC(=O)C(Cc3ccccc3OC)NC(C)=O)CC2)c1 (stereo not drawn)	-18%	17%	-2%
55	Cc1cc(C)c2c(n1)sc1c(N3CCCCC3)ncnc12	-10%	-13%	5%
56	COc1ccc(/C=N/N=C2/NC(=O)CC(C(=O)O)S2)cc1 (stereo not drawn)	-10%	-38%	-10%

nr	AmpC detergent	AMA1-RON2 inh	HCMV inh
49	-6%	65%[activator]	-8
50	-5%	.	?
51	0%	-19%	?
52	?	-8%	1
53	0%	5%	21
54	-10%	-4%	-4
55	2%	20%	-10
56	?	87%[activator]	-5
